Glyco luc inh: N-linked glycosylation inhibition; reporter increase, % at 12.5 µM; AID 588692; D54 ERlucT glycosylation luciferase reporter, 24 h; percent of 100 nM tunicamycin response; 0.23% of 360,000 active;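 active = mean luciferase reporter signal, scaled so untreated is 0 and the glycosylation-blocking control 100, at or above a set limit in every replicate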;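 note: luciferase carries N-glycosylation sites so blocking glycosylation raises the light; 0% = median of neutral control wells and 100% = median of 100 nM tunicamycin wells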
Cardio protect: modulators protecting cardiomyocytes from myocardial damage. 0.63% of 360,000 active. H9c2 cardiomyocytes, H2O2 injury protection, ATPLite, 2 h. protection from H2O2 cell death, % at 20 µM;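 active = compounds giving at least 50% protection of heart cells from peroxide-induced death in the single-dose screen, raw or plate-pattern-corrected value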;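 note: 0% = DMSO wells with peroxide and 100% = DMSO wells without peroxide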
MC4R barr agon: human MC4R agonism via beta-arrestin. AID 540308. U2OS MC4R beta-arrestin complementation, luminescence; percent of melanotan II response, DMSO zero. P32245. activation, % at 8.9 µM. 0.98% of 360,000 active;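 active = activation above a per-plate cutoff, the mean activation of sample wells on that plate plus 3 SD, cut at about 8% in these data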
Granule exo inh: blocks lytic granule exocytosis; TALL-104 LAMP-1 surface exposure, flow cytometry; cells stimulated with thapsigargin and PMA; AID 651702; inhibition, % at 10 µM; 0.66% of 360,000 active;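 active = inhibition above about 55%, limit read from the data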
ABHD5-PLIN5 inh: inhibitors of human ABHD5-perilipin-5 interaction; Q00G26+Q8WTS1; Split G. princeps luciferase complementation, luminescence, 4 h; 0.78% of 360,000 active; inhibition, % at 4 µM;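 active = inhibition above the mean inhibition across every tested compound plus 3 SD, cut at about 22% in these data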;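 note: 0% = DMSO only wells and the 100% control is not disclosed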
m5-HT2A agonist: activates the mouse 5-HT2A serotonin receptor | activation, % at 7.6 µM | 0.66% of 360,000 active | CHO-K1 mHTR2A beta-arrestin complementation, luminescence; percent of 30 µM serotonin response | P35363;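 active = activation above a run cutoff, the mean activation of all tested compounds plus 3 SD, cut at about 14% in these data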;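 note: 0% = plate median of compound wells and 100% = 30 µM serotonin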
Target sequence (P35363 whole entry, looked up): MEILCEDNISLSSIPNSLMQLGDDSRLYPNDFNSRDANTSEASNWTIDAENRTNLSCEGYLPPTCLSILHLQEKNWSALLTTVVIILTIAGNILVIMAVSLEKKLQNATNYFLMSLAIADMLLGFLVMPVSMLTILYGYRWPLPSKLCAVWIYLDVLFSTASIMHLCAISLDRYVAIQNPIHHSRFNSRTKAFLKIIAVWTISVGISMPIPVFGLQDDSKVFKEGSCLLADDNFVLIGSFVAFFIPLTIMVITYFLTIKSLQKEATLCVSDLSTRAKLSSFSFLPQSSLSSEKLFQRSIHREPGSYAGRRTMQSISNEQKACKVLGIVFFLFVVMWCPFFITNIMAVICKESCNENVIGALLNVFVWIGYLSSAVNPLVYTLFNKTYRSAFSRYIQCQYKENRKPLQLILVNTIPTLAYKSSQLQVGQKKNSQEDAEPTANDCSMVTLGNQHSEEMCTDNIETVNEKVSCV
ABCB6 inh MLPCN: human ABCB6 transporter inhibition. K562-ABCB6 porphyrin accumulation, flow cytometry, 1 h; stronger effect = lower value. fluorescence ratio to DMSO, % at 10 µM. 0.19% of 360,000 active. AID 602162;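 active = fluorescence ratio to DMSO below 75%, the collection mean minus 3 SD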;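 note: signal is porphyrin accumulated inside mitochondria; 100% equals median channel fluorescence of DMSO control wells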
PDI inh: PDI (human) enzyme inhibition | P07237 | PDI insulin aggregation turbidity, A650, 90 min | inhibition, % at 10 µM | 0.052% of 350,000 active;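 active = mean inhibition across replicates of 30% or more, whatever share of single replicates reach that level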;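 note: absorbance from insulin aggregation driven by PDI reduction with DTT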
Target sequence (P07237 whole entry, looked up): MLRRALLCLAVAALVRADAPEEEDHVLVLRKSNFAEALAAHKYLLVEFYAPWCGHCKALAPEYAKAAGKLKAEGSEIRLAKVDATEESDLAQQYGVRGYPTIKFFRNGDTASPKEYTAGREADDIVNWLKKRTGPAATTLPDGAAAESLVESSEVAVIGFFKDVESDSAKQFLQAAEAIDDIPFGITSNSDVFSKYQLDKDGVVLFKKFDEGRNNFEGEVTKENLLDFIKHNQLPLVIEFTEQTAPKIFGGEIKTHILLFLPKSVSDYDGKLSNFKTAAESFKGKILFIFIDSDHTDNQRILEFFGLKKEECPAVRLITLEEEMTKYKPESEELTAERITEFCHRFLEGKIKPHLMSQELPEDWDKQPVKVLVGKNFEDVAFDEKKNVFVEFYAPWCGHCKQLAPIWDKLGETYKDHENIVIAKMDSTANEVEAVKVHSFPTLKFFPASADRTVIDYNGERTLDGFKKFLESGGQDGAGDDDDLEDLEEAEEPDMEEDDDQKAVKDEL
MC4R antag cAMP: antagonists of human melanocortin 4 receptor (MC4R) | P32245 | MC4R-expressing cells, MTII-stimulated cAMP, LANCE TR-FRET | inhibition, % at 6.5 µM | 0.48% of 360,000 active;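 active = inhibition above its plate's cutoff, the mean of tested wells on that plate plus 3 SD, cut at about 29% in these data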;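 note: 0% = Melanotan II alone and 100% = Melanotan II plus saturating MCL0020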
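Material: U2OS-MC4R stable cell line | Reagent: Melanotan II challenge after compound preincubation | Doses: One concentration, 6.5 µM nominal | Incubation: 30-min compound preincubation, 1-h Melanotan II challenge, 1-h detection, room temperature | Signal: TR-FRET cAMP assay | Replicates: One well per compound, no replicates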
CaV13 FRET inh: Primary screen for inhibitors of IQ motif and Ca2+-dependent inactivation inhibitor domain binding in CACNA1D, Förster resonance energy transfer in living cells, …; HEK cells, CFP/YFP FRET ICDI-IQ, plate reader, 10 min; percent FRET-ratio fall versus neutral wells; inhibition, % at 12.3 µM; 0.098% of 340,000 active; AID 743397;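 active = mean replicate inhibition of at least 30% and at least 1% of replicates passing that level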;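 note: 0% = median of the neutral control wells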
The depositor's hits bear a star; . = no result given.

SMILES | Glyco luc inh | Cardio protect | MC4R barr agon | Granule exo inh | ABHD5-PLIN5 inh | m5-HT2A agonist | ABCB6 inh MLPCN | PDI inh | MC4R antag cAMP | CaV13 FRET inh
CN(C)c1ccc(CN(C(=O)COc2ccccc2)C2CCS(=O)(=O)C2)cc1 (centres undefined) | -1 | 3 | 2.1 | -4 | 4 | -3 | 85 | -8 | -1 | -6
N#C/C(=C/c1ccc(O)cc1)C(=O)NCc1ccc(Cl)cc1 | 2 | -7 | -0.7 | -6 | 4 | 3 | 88 | -10 | -3 | -7
c1ccc(Cn2nnnc2C(c2cccs2)N2CCc3ccccc3C2)cc1 (centres undefined) | -2 | -6 | 0.9 | 1 | -3 | -3 | 93 | -1 | 4 | .
COc1cc(/C=N/NC(=O)c2cccnc2)cc2c1OCO2 | 1 | 6 | -2.8 | -2 | -6 | -3 | 100 | -1 | -6 | -3
COc1cccc(-c2nn(-c3ccccc3)cc2C(=O)OCC(=O)Nc2ncc(Cl)cc2Cl)c1 | -2 | 1 | 1.0 | -4 | -3 | -4 | 93 | 0 | 5 | -5
O=C(COC(=O)c1ccccc1O)NCCCc1ccccc1 | 2 | 2 | 0.2 | 4 | -1 | 4 | 98 | 3 | -7 | 5
CCOC(=O)N1CCc2cc(OC)c(OC)c3c2c1cc1cc(OC)c(OC)cc13 | 26* | 49 | 1.0 | 26 | 3 | 1 | 94 | -1 | -11 | -3
COc1ccc(NC2CCCN(C(=O)c3cc(CC(C)C)nc(N)n3)C2)cc1 (centres undefined) | 3 | -1 | -1.8 | 4 | 3 | 6 | 98 | -1 | 11 | -3
CCOc1cc(CNc2ccc3c(c2)CCC3)ccc1O | . | -9 | -2.0 | -1 | -3 | -6 | 99 | -7 | -3 | -6
Cc1cc(C)n(CCNC(=O)[C@H]2O[C@@H](n3cnc4c(N)ncnc43)[C@H](O)[C@@H]2O)n1 | 0 | 4 | . | -1 | -10 | 2 | 98 | . | . | -2
O=C(CSc1nnc(C2CC2)n1Cc1ccco1)NCC(F)(F)F | 2 | -4 | 2.6 | 10 | 5 | 5 | 99 | -1 | -8 | 3
COc1ccc(NC(=O)CCNC(=O)c2ccccc2)cc1S(N)(=O)=O | 3 | 3 | -2.1 | 15 | 2 | -2 | 99 | -69 | -6 | -19
O=C(CSc1nncs1)NNC(=O)c1ccco1 | 1 | 6 | -0.5 | -3 | 6 | -2 | 92 | -4 | 8 | -19
C=CCn1c(SCC(=O)NCc2cccs2)nnc1C1CCCCC1 | 0 | 8 | 1.1 | -2 | 11 | 13 | 105 | 0 | -7 | -5
Cc1ccc(NC(=O)C2OCCc3ccccc32)cc1Cl (centres undefined) | -1 | -10 | 0.1 | -4 | -2 | -5 | 104 | 22 | 3 | -4

As a working copy, some entries already given.
SMILES | Glyco luc inh | Cardio protect | MC4R barr agon | Granule exo inh | ABHD5-PLIN5 inh | m5-HT2A agonist | ABCB6 inh MLPCN | PDI inh | MC4R antag cAMP | CaV13 FRET inh
CCOc1cc(CNc2ccc3c(c2)CCC3)ccc1O | . | -9 | -2.0 | -1 | -3 | -6 | 99 | -7 | -3 | -6
Cc1cc(C)n(CCNC(=O)[C@H]2O[C@@H](n3cnc4c(N)ncnc43)[C@H](O)[C@@H]2O)n1 | 0 | 4 | . | -1 | -10 | 2 | 98 | . | . | -2

Further compounds
SMILES | Glyco luc inh | Cardio protect | MC4R barr agon | Granule exo inh | ABHD5-PLIN5 inh | m5-HT2A agonist | ABCB6 inh MLPCN | PDI inh | MC4R antag cAMP | CaV13 FRET inh
COC(=O)C1=CN(Cc2ccc(OC)cc2)C=C(C(=O)OC)C1c1ccsc1 | -4 | 0 | -1.1 | 0 | 1 | -4 | 99 | 1 | 13 | -2
COc1ccccc1C(=O)NNC(=O)C(=O)NC(C)(C)C | -2 | 7 | -2.0 | 4 | 1 | 3 | 102 | -2 | 1 | 3
Cc1ccc(SCC(=O)OCC(=O)NC2CCCCCC2)cc1 | 1 | 12 | -2.3 | 9 | 0 | 4 | 99 | -7 | 7 | -1
Cc1ccc(S(=O)(=O)N2CCCCC2)cc1NC(=O)COC(=O)CNC(=O)c1cc(Cl)cc([N+](=O)[O-])c1 | 4 | -21 | -1.9 | -2 | 1 | -4 | 92 | -3 | 31* | -4
CCN(CCNC(=O)c1ccc(CSc2nc3ccncc3[nH]2)cc1)c1ccccc1 | 2 | -15 | -0.5 | 7 | 3 | -3 | 99 | -5 | 2 | -6
COc1ccccc1NS(=O)(=O)c1cccc(C(=O)NCC2(N3CCCCC3)CCCCC2)c1 | -5 | 7 | -1.5 | 2 | -9 | -6 | 101 | 0 | 15 | -5
Cc1ccc2sc(=O)[nH]c2c1 | 1 | 9 | -1.9 | -4 | 2 | 3 | 99 | 17 | 1 | -5
CCOc1ccc(S(=O)(=O)Nc2cccc(C(=O)NCC(C)(C)N3CCOCC3)c2)cc1 | -2 | -1 | -0.1 | -3 | -6 | -5 | 100 | -1 | 1 | -9
CCOC(=O)NCc1ccc(S(=O)(=O)Nc2ccccc2C)cc1 | -4 | 1 | -1.0 | -1 | -3 | -6 | 101 | 11 | 18 | -5
Cc1csc(NC(=O)CSc2nccn2Cc2ccco2)n1 | -1 | 2 | -0.9 | -4 | 0 | -1 | 103 | -4 | 5 | -3
CCn1c(-c2cccc(S(=O)(=O)N3CCCC3)c2)n[nH]c1=S | 1 | 1 | -1.8 | -1 | -3 | 14 | 101 | -5 | 13 | -15
CCOC(=O)c1sc(SC)c2c1CCC/C2=N/OC | 1 | -12 | -1.9 | -4 | -3 | -5 | 103 | 6 | 10 | -11
COc1ccc(OC)c(Cc2nnc(CCC(=O)NCc3nc4ccccc4s3)o2)c1 | 2 | 0 | -1.4 | -3 | -2 | 6 | 99 | 1 | 0 | -6
O=C(O)CC(NC(=O)COc1ccccc1)c1cccc([N+](=O)[O-])c1 (centres undefined) | 0 | -1 | -1.7 | 0 | -1 | -2 | 90 | -10 | -6 | 4
CC(=O)Nc1ccc(S(=O)(=O)N(C)CCOCc2ccccc2)cc1 | 0 | -30 | -0.8 | 7 | 5 | 3 | 98 | -3 | 19 | .
COc1ccc(CC(=O)Nc2cccc(S(=O)(=O)N3CCCC3)c2)cc1OC | 0 | -14 | -1.4 | -2 | -4 | -1 | 91 | -3 | 19 | -6
O=C(c1ccc(CS(=O)c2ccc(F)cc2)o1)N1CCN(C2CCCCC2)CC1 (centres undefined) | -4 | 4 | 0.1 | 0 | 17 | -5 | 99 | -2 | 10 | -2
C#CCNC(=O)C1=C[C@@H](c2ccccc2)[C@H](CCCO)[C@@H](OCC)O1 | 3 | 3 | -1.4 | -2 | -6 | 1 | 96 | 2 | 11 | -7
CC(=O)Nc1nc(-c2ccc(-c3ccccc3)cc2)cs1 | -1 | -4 | -3.1 | -3 | 9 | -3 | 97 | -3 | -6 | -6
C[C@@H]1CCCCO[C@@H](CN(C)C(=O)Cc2ccccc2)[C@@H](C)CN([C@H](C)CO)C(=O)c2cc(N(C)C)ccc2O1 | 3 | -3 | 0.4 | 0 | -5 | 5 | 95 | 0 | 15 | -2
Cc1ccc(Cc2c(-c3ccc(Cl)cc3)nc3c(C)cc(Br)cn23)cc1 | 7 | -10 | . | 3 | -11 | 2 | 97 | . | . | -3
Cc1ccc(-n2nnnc2CNC(=O)C(=O)c2c[nH]c3ccccc23)cc1C | 2 | 1 | 0.5 | -2 | 2 | 2 | 96 | -3 | 13 | 49*
N#C/C(=N\Nc1ccc(Cl)cc1)C(=N)N1CCCCCC1 | -13 | -4 | -3.7 | -3 | 6 | -3 | 97 | -3 | -2 | -3
CSc1ccccc1NC(=O)CN(C)CC(=O)Nc1ccc(N2CCOCC2)cc1 | 0 | 2 | -1.9 | 3 | 2 | -3 | 97 | -3 | 19 | 4
COc1ccc(CN(Cc2ccccn2)S(=O)(=O)c2ccc(-n3cnnn3)c(OC)c2)cc1 | -3 | 1 | 1.2 | -6 | 1 | -4 | 94 | -2 | 3 | -9
COc1ccccc1OCCC(=O)N1CCN(c2ccccc2OC)CC1 | 1 | 2 | 0.3 | 1 | 2 | -5 | 101 | 1 | 12 | -14
O=S(=O)(Cc1noc(-c2ccccc2Cl)n1)c1ccccn1 | -4 | -1 | -1.5 | -4 | -1 | -1 | 102 | -5 | 24 | -5
CC(C)[C@H](NS(=O)(=O)c1ccc(Cl)cc1)C(=O)OCC(=O)NCCN1C(=O)CSC1=O | 0 | 2 | -1.1 | -8 | 1 | 2 | 97 | 5 | 0 | -3
CC1CCCCC1NC(=O)COn1nnc2ccc(Cl)cc21 (centres undefined) | 0 | 3 | -0.4 | -2 | -6 | -3 | 96 | -1 | 6 | .
Cc1ccc(S(=O)(=O)N2CCCC(C(=O)NCC3CCCO3)C2)cc1 (centres undefined) | 5 | -1 | -1.1 | -7 | -4 | 3 | 171 | 10 | -1 | -4
CNc1nc(NCc2ccc(N(C)C)cc2)c2sccc2n1 | -1 | -8 | -0.6 | -5 | -7 | -6 | 97 | -3 | -3 | .
O=C(O)c1cccc(-c2csc(C(O)(c3ccccc3)C(F)(F)F)n2)c1 (centres undefined) | 0 | -2 | 0.8 | 4 | -4 | -4 | 102 | -8 | 18 | -5
COc1ccccc1NC(=O)Nc1ccc(C)cn1 | 2 | -9 | 0.6 | -13 | -8 | -4 | 96 | -1 | 7 | -6
Clc1cccc(OCCCCN2CCCCC2)c1 | 1 | 4 | 0.6 | 11 | 0 | 0 | 94 | -12 | -3 | -19
N#CC1=C(N)Nc2nc3ccccc3n2C1c1ccc(Cl)cc1 (centres undefined) | 0 | -8 | -1.1 | 3 | 12 | 3 | 98 | -9 | 8 | -15
O=S(=O)(Nc1ccccc1N1CCOCC1)c1c(F)cc(F)cc1Br | -1 | -9 | 2.9 | 7 | 8 | 1 | 78 | -5 | 21 | -4
Cc1ccc(C)c(N2CCN(C(=O)c3ccc4c(c3)c(C)c(C)n4C)CC2)c1 | 1 | -13 | -1.8 | -2 | -6 | 0 | 102 | 6 | 10 | -2
CCc1c(C)nc2ncnn2c1N1CCC(C(=O)Nc2ccc(C)cc2)CC1 | 0 | -12 | -1.3 | 9 | 5 | 0 | 94 | -11 | 11 | -5
O=C(Nc1cccc(C(F)(F)F)c1)NC1CCCCC1 | -2 | -15 | 1.2 | -8 | -4 | 1 | 93 | 1 | 11 | .
O=c1[nH]nc(SCCS(=O)(=O)c2ccc(F)cc2)n1-c1ccccc1 | -4 | -1 | -0.7 | 0 | 3 | -3 | 108 | -4 | 11 | -4
CN(CCO)c1nc(N)c2c(N)nc3c(c2c1C#N)CC(=O)N3Cc1cccs1 | 3 | 24 | -3.5 | -2 | 8 | 3 | 103 | 13 | 4 | -7
C[C@H](O)[C@@H]1CN2CCc3c([nH]c4ccc(-c5ccc6c(c5)OCO6)cc34)[C@@H]2C[C@@H]1N(C)C(=O)Nc1ccc(F)cc1 | 2 | -24 | -0.5 | 65* | 7 | -11 | 99 | -9 | -8 | -3
CC(C)Oc1ccc(C2CC(=O)N(c3cccc(C(=O)O)c3)C2=O)cc1 (centres undefined) | 0 | 5 | -0.8 | -2 | 3 | -4 | 93 | 6 | 1 | -3

Bioassay records: PubChem BioAssay, several laboratories
